# RBX1-CUL1 inh: blocks human RBX1-Cullin-1 di-ubiquitin formation; P62877+Q13616; in vitro K48 di-Ub FRET, acceptor:donor ratio, 45 min; inhibition, % at 10 µM; hit rate 0.6% among 140,000; AID 1347404; in the data active means inhibition above about 25%
# Target sequence (P62877 whole entry, looked up): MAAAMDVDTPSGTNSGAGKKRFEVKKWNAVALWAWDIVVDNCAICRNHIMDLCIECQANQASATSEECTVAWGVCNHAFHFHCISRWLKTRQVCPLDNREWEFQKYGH
# Target sequence (Q13616 whole entry, looked up): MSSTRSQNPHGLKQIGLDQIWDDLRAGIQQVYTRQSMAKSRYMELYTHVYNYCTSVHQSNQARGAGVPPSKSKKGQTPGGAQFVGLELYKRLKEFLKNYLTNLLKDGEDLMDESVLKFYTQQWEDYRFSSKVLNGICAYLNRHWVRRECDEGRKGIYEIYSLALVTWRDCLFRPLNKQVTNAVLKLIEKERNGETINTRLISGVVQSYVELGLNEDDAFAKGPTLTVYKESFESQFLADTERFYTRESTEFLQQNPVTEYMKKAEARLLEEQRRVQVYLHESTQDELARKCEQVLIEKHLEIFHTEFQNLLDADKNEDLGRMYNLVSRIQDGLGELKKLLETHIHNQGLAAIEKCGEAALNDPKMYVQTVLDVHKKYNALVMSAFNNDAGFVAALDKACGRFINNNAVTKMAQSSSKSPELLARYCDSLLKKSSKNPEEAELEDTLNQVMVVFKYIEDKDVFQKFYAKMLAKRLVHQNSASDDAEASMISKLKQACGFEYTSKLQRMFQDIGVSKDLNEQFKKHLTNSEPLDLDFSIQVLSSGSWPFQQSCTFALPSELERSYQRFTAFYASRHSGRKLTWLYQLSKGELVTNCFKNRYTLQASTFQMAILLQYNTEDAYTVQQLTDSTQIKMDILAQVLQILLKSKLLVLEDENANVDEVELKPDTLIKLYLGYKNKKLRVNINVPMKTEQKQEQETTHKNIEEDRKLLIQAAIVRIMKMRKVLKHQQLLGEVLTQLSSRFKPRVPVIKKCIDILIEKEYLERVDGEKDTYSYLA
# An asterisk follows results filed as active. A portion of the library, so the mix of outcomes need not match the whole.
SMILES,RBX1-CUL1 inh
CCn1cc(CNC(=O)CCSc2nc(-c3ccc(OC)cc3)cc(C(F)(F)F)n2)cn1,3.8
CCn1c(CSCc2ccc(Cl)cc2)nnc1SCC(=O)Nc1nc(C)cs1,7.9
O=C(O)Cc1cc(Cl)ccc1Sc1ccccc1,-1.4
CCC(C)c1ccc(S(=O)(=O)N2CCN(C(=O)C3CC3)CC2)cc1 (stereo unspecified),3.2
CCc1nnc(SCc2ccc(F)cc2Cl)c2cc3sccc3n12,3.9
Cc1ccccc1NC(=O)c1ccc2nc(Cc3ccccc3)oc2c1,-1.4
COc1ccc(/C=C/C=C(\C#N)S(=O)(=O)c2ccccc2)cc1,-12.1
CC(=O)NC1=NN(C(C)=O)C(C)(c2cccnc2)S1 (stereo unspecified),-4.1
COc1ccccc1CCNC(=O)Cc1ccc(N2CCC(NCc3ccccc3C)CC2)cc1,-3.8
COC(=O)C(C)C(Sc1cc(NC(C)=O)ccc1N)C(=O)OC (stereo unspecified),8.0
O=C(COc1ccc(Cl)cc1)Nc1sc2c(c1C(=O)Nc1cccc(Cl)c1)CCCC2,-0.3
CCOc1ccc(C(Cc2ccccc2)NC(=O)c2cccnc2)cc1OCC (stereo unspecified),14.0
O=C(NC(N1CCCC1)C(Cl)(Cl)Cl)c1ccccc1 (stereo unspecified),4.1
O=C(c1ccc2c(c1)no[n+]2[O-])N1CCCC(Nc2ccc3c(c2)OCCO3)C1 (stereo unspecified),1.7
O=C(O)c1cc(N2C(=O)C3C(C2=O)C2(Br)c4ccccc4C3(Br)c3ccccc32)ccc1Cl (stereo unspecified),-1.7
Cc1cc(/C=C2\C(=O)NC(=S)N(c3ccc(Cl)cc3Cl)C2=O)c(C)n1-c1ccc(I)cc1,-8.9
COc1ccc(C(=Cc2c[nH]c3ccccc23)c2ccc(OC)cc2)cc1,0.0
CC1(C)CC(=O)CC(=Nc2sc3c(c2C#N)CCCC3)C1,-3.0
CCCNC(=O)Cn1c(=O)cc(C)c2c(C)nn(-c3cccc(F)c3)c21,0.8
CC(C)c1ccc(O)c(C(=O)c2cnn(-c3ccccc3)c2)c1,0.9
CC1(C)CC(=O)C2C(=Nc3ccc4ccccc4c3C2c2ccc(OCc3ccccc3)cc2)C1 (stereo unspecified),-2.9
COC(=O)c1ccccc1OC(=O)c1cc(OC)c(OC)c(OC)c1,3.5
COc1cc(/C=C2\SC(=O)N(c3cccc(Cl)c3)C2=O)ccc1OCc1ccc(C(=O)O)cc1,-3.7
CCC1CCc2c(sc(NC(=O)c3cccc(Br)c3)c2C(N)=O)C1 (stereo unspecified),3.9
COC(=O)c1c(-c2cccc3ccccc23)csc1NC(=O)c1cccs1,-2.5
CC1=CC(=NCc2ccccc2)CC(=O)N1Cc1ccccc1,11.6
Cn1ncc(NCC2(c3cccc(F)c3)CCOC2)n1 (stereo unspecified),2.0
Cc1cnc(C)c(-c2cccc(-c3ccn(CCCC(F)(F)F)n3)c2)n1,6.5
Cn1c(=O)c2c(ncn2CC(O)CN2CCCC2)n(C)c1=O (stereo unspecified),-1.8
O=C1NN(c2cccc(F)c2)C(=O)/C1=C/c1ccc(-c2ccc(Cl)cc2)o1,5.4
CC(=O)Nc1ccc(S(=O)(=O)NCC2CCC(C(=O)NCCc3ccc(C)cc3)CC2)cc1 (stereo unspecified),-0.2
CC(=O)Nc1ncc(Cc2ccccc2)s1,3.0
Nc1c(C(=O)Nc2cccc(F)c2)sc2nc(C34CC5CC(CC(C5)C3)C4)ccc12,3.6
CCC1CN(C(=O)Nc2ccccc2F)c2cc(C)ccc2O1 (stereo unspecified),-6.9
CCN(CC)c1ccc(/C=N/NC(=O)CNc2ccc(Cl)c(Cl)c2)cc1,-1.1
CCOc1cc(C2NC(=S)N=C(C)C2C(=O)OC)cc(Br)c1OCc1ccccc1 (stereo unspecified),2.1
COc1ccc(-c2c3c(=O)n(C)c(=O)n(C)c3c3n2-c2ccccc2NC3c2ccc(OC)cc2)cc1 (stereo unspecified),8.7
CCOc1ccccc1NC(=O)C1C(C)=NC(=S)NC1c1c(OC)ccc2ccccc12 (stereo unspecified),2.1
COc1ccc(S(=O)(=O)Nc2ccc(Cl)cc2C(=O)c2ccccc2)cc1,-9.3
Cc1ccc(OCC(=O)Nc2nc(-c3ccc(Br)cc3)ns2)cc1C,-5.3
S=C(Nc1ccccc1)Nc1cccc2c(NC(=S)Nc3ccccc3)cccc12,-15.5
COc1cccc(NC(=O)CSc2cc(=O)n(C)c3ccc(Cl)cc23)c1,6.9
CC1(C)OC2OC(COC(=O)c3ccccc3)C3OC(C)(C)OC3C2O1 (stereo unspecified),2.3
COc1ccc(N2C(=O)c3cc(Cl)c(Cl)cc3C2=O)cc1,-3.5
CCSc1ncc(Cl)c(C(=O)Nc2nc3ccc(OC)cc3s2)n1,1.8
CCOC(=O)c1cc(-c2ccc(C)cc2)n(CCC(=O)Nc2cc(Cl)ccc2C)c1C,-8.9
O=C(CCc1cnccn1)N1CCCC(CCc2ccc(F)c(F)c2)C1 (stereo unspecified),5.9
COC(=O)c1cc2sccc2n1Cc1ccc(F)cc1Cl,4.9
O=C(c1coc(CN2CCN(c3ncccn3)CC2)n1)N1CCc2c(Cl)cccc2C1,9.7
CCc1ccccc1NC(=O)Cn1ncnc1Sc1nc2c(c(=O)n(C)c(=O)n2C)n1C,-1.9
CCNC(=O)c1sc2ncnc(NCCCOC)c2c1C,-0.3
COCC(C)N1CCC(Oc2ccccc2C(=O)N2CCCCC2)CC1 (stereo unspecified),0.9
CN(C)c1cccc(C(=O)NCc2ccc(S(N)(=O)=O)cc2)c1,-2.2
CC(Oc1ccccc1Cl)C(=O)N1CCN(C)CC1 (stereo unspecified),6.8
Cn1c(/C=C2\C(=O)Nc3ccccc32)nc2ccccc2c1=O,1.5
CCS(=O)(=O)Nc1ccc(Br)cc1,-1.5
COC(=O)Nc1ccc2c(c1)OCO2,-13.9
CCOC(=O)C1C(C)=NC(C)=C(C(=O)OCCNC(=O)c2ccccc2O)C1c1ccc([N+](=O)[O-])s1 (stereo unspecified),-0.1
CC1(C)CC(=O)C(=C2CCCN2CC#N)C(=O)C1,-7.9
COc1cccc(C(=O)Nc2ccc(N3CCN(Cc4ccccc4)CC3)cc2)c1,-7.1
# Other entries:
SMILES,RBX1-CUL1 inh
CCOc1ccccc1NC(=O)Cc1csc(COc2cccc(C)c2)n1,-7.6
Cc1ccc(S(=O)(=O)N(C)c2c(C)ccc(S(=O)(=O)n3nc(C)cc3C)c2C)cc1,10.1
S=C1N[C@H]2CCCC[C@@H]2N1CN1CCCC1,-0.7
O=C(O)CCSc1ncnc2ccccc12,8.2
Cc1oc2cc(OC(=O)c3ccccc3)ccc2c(=O)c1Oc1ccc2c(c1)OCCCO2,-4.9
CCCCN(CCCC)CCNC(=O)c1cn(CC)c2ccc(S(=O)(=O)N3CCc4ccccc4C3)cc2c1=O,8.4
Clc1ccccc1C(NC1=NCCN1)c1ccccc1 (stereo unspecified),0.5
CCC(=O)NC(=S)Nc1cc(C)c(C)cc1O,0.0
CCCC(=O)NC1CC(=O)N(CCc2ccc(OC)cc2)C1 (stereo unspecified),-14.6
COc1ccc(OCC(=O)Nc2cccc(-c3nc4ccccc4s3)c2C)cc1,-1.8
Cc1cccc(CNCC2(O)CCCN(Cc3ccccc3F)C2=O)n1 (stereo unspecified),-5.9
Cc1nc(CSc2nnc3scc(-c4ccccc4)n23)cs1,-16.0
c1ccc(-c2nc3c(ccc4ccccc43)o2)cc1,0.9
Cc1ccc(C2(c3noc(CN4CCN(C5CCS(=O)(=O)C5)CC4)n3)CCCC2)cc1 (stereo unspecified),9.6
O=c1[nH]c(-c2ccccc2)nc2sc3c(c12)CCN(Cc1ccccc1)C3,4.6
CNC(=O)c1c(-c2ccccc2)c2cc(OC)ccc2n1CCN(C)C,-4.4
COC(=O)C1CCN(C(=O)C2CCN(Cc3cccc(C)c3)CC2)CC1,0.0
COC(=O)C1CCN(c2nc(CN3CCCC3c3nccs3)nc3cc(OC)c(OC)cc23)CC1 (stereo unspecified),11.1
CCS(=O)(=O)N(C)c1ccc(C(=O)N2CCN(c3cccc(C)c3C)CC2)cc1,-7.6
CCCOC(=O)c1c(NC(=O)C2c3ccccc3Oc3ccccc32)sc2c1CCC(C)C2 (stereo unspecified),-2.8

# In the list so far, these have an NH in an aromatic ring.
SMILES,RBX1-CUL1 inh
COc1ccc(C(=Cc2c[nH]c3ccccc23)c2ccc(OC)cc2)cc1,0.0
O=c1[nH]c(-c2ccccc2)nc2sc3c(c12)CCN(Cc1ccccc1)C3,4.6

# Some of these compounds in order of molar mass, smallest number first.
SMILES,RBX1-CUL1 inh
COc1ccc(OCC(=O)Nc2cccc(-c3nc4ccccc4s3)c2C)cc1,-1.8
CCOc1ccccc1NC(=O)C1C(C)=NC(=S)NC1c1c(OC)ccc2ccccc12 (stereo unspecified),2.1
CCn1cc(CNC(=O)CCSc2nc(-c3ccc(OC)cc3)cc(C(F)(F)F)n2)cn1,3.8

# Additional compounds.
SMILES,RBX1-CUL1 inh
O=C(ON=C1CCCC1)c1ccc([N+](=O)[O-])cc1,4.9
CCc1noc(C)c1C(=O)Nc1ccc(NC(C)=O)cc1,9.1
COC(=O)c1c(C(=O)OC)c2c3sccc3c3cscc3n2c1C(=O)OC,7.9
O=C(O)C1Sc2ccccc2Oc2ccccc21 (stereo unspecified),3.3
Cc1cccc(CN2CCCC(O)(CNCc3ccc(C)s3)C2=O)c1 (stereo unspecified),2.5
COc1ccc2nc(-c3ccccc3)cc(OC)c2c1,-8.7
CCN1CCN(C/C=C/COc2ccc(OC)cc2)CC1,-0.9
COc1ccccc1CN1CCCC(CN(CCN(C)C)C(=O)c2cccnc2OC)C1 (stereo unspecified),3.5
CCN1CCN(C(=O)Cn2c(-c3cccs3)cc3ccccc32)CC1,-0.5
CC(=O)Nc1ccc([N+](=O)[O-])c2c(Br)cccc12,1.8
Cc1ccc(Cl)cc1NC(=O)Cn1c(=O)oc2cc(S(=O)(=O)N3CCCC3)ccc21,-14.1
COc1ccc(-n2nc(-c3ccc4c(c3)CCC(C)(C)O4)cc2CC#N)cc1,-0.2
OC(COc1ccc2c(c1)OCO2)CN1CCCC1 (stereo unspecified),12.1
COc1ccc(N2CCN(C(=O)Cn3cnc4sc(C)c(S(=O)(=O)N5CCCCC5)c4c3=O)CC2)cc1,0.9
COc1ccc(C2=C(/C=N/NC(=O)CSc3nc4ccccc4s3)C(c3ccccc3C)c3ccccc3O2)cc1OC (stereo unspecified),6.5
Cc1ccc(Cl)cc1N1CCN(C(=O)C2CCN(S(C)(=O)=O)CC2)CC1,-5.1
CCCOc1ccc(S(=O)(=O)NCc2ccc3c(c2)OCO3)cc1,3.2
Cc1ccc2cccc(OC(=O)c3ccc4c(c3)OCCO4)c2n1,-9.0
COc1ccc(NC(=S)NC(NC(=O)c2cccc3ccccc23)C(Cl)(Cl)Cl)cc1 (stereo unspecified),-2.2
Cc1ccccc1C(=O)Nc1ccccc1OC(C)C,10.4

# The closing 5 records of the part before come first, to join the parts:
SMILES,RBX1-CUL1 inh
Cc1ccc(Cl)cc1N1CCN(C(=O)C2CCN(S(C)(=O)=O)CC2)CC1,-5.1
CCCOc1ccc(S(=O)(=O)NCc2ccc3c(c2)OCO3)cc1,3.2
Cc1ccc2cccc(OC(=O)c3ccc4c(c3)OCCO4)c2n1,-9.0
COc1ccc(NC(=S)NC(NC(=O)c2cccc3ccccc23)C(Cl)(Cl)Cl)cc1 (stereo unspecified),-2.2
Cc1ccccc1C(=O)Nc1ccccc1OC(C)C,10.4
O=C(Cc1ccccc1)Nc1cccc(C(=O)OCC(=O)c2cccc([N+](=O)[O-])c2)c1,-2.8
Cc1ccc(-c2cn(CC3CCCN(S(C)(=O)=O)C3)nn2)cc1 (stereo unspecified),0.9
CCc1c(-c2ccccc2)n(-c2ccc(C)cc2)c2nc3c(c(=O)n(C)c(=O)n3C)n12,-4.5
O=C(NCCCN1CCN(c2ccccc2)CC1)c1ccc2nc(CCc3ccccc3)oc2c1,-5.6
CCOC(=O)C(Nc1ncccn1)(NS(=O)(=O)c1ccccc1)C(F)(F)F (stereo unspecified),14.1
COc1ccccc1N1CCN(C(=O)Cn2ncc3c(=O)oc4ccc(C)cc4c32)CC1,-2.4
COC(=O)C(NNc1cccc(Cl)c1)(NC(=O)c1ccccc1C)C(F)(F)F (stereo unspecified),-3.0
CCC1CCc2nc3sc(C(=O)Nc4cc(OC)ccc4C)c(N)c3cc2C1 (stereo unspecified),-10.1
Cc1ccc(N2C(=O)CSC23C(=O)N(CC(=O)Nc2ccc(C(C)C)cc2)c2ccccc23)cc1C (stereo unspecified),-6.7
COc1cc(N=c2onc(C)cc2-c2ccc(C)cc2)ccc1OC(C)=O,-5.9
CC(C)(C)c1cc(CCCOC(=O)C(=O)Nc2ccccc2)cc(C(C)(C)C)c1O,2.0
O=C1C(=Cc2c(Cl)cccc2Cl)C(=O)N(c2ccccc2)C(=O)N1c1ccccc1,-11.3
Cc1ccc(N2CC(C(=O)Nc3nccs3)CC2=O)cc1C (stereo unspecified),2.1
COc1ccc(NC(=S)NNC(=O)Cn2nnc3ccccc32)cc1,1.7
Cc1c(C(=O)O)cccc1-c1ccc(/C=N\Nc2nc3ccccc3s2)o1,16.0
Nc1ccc2c(c1)C(=O)N(CCc1c[nH]c3ccccc13)C2=O,1.8
CC1=CC(=O)N(NC(=O)c2cccc(Br)c2)C1=O,2.2
O=C(CSC1CC(=O)N(c2ccc(Cl)c(Cl)c2)C1=O)Nc1ccc(Br)cc1 (stereo unspecified),1.6
c1ccc(C[n+]2cccc3c2CCCC3)nc1,44.9*

# Screening results deposited in PubChem BioAssay by Icahn School of Medicine at Mount Sinai.
